L929 necroptosis = L929 zVAD cell death inhibition; 220,000 compounds, 0.38% hits; AID 1377; viability rescue, % at 10 µM; L929 zVAD necroptosis rescue, ATP luminescence, 24 h; with zVAD 60 µM;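 active means activation, scaled between plate controls, above about 75%, limit read from the data; inactive means activation under that limit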;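 further: 0% = zVAD with DMSO and 100% = DMSO alone without zVAD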
14-3-3 Bad PPI = disrupts binding of bovine 14-3-3 zeta to phospho-Bad peptide | TR-FRET 14-3-3zeta/Dy647-pBad peptide displacement, 1 h | inhibition, % at 21.7 µM | 220,000 compounds, 0.71% hits;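 active means inhibition above about 70%, limit read from the data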;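 further: 0% = full 14-3-3 plus peptide FRET controls and 100% = background without 14-3-3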
PGE2 EP2 inh = inhibitors of human EP2 prostaglandin E2 receptor. C6 glioma cells expressing human EP2, cAMP TR-FRET; cells stimulated with saturating PGE2. inhibition, % at 25 µM. 260,000 compounds, 0.52% hits. AID 1422;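 active means percent inhibition above 40 after rounding to a whole number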;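 further: rat C6 glioma host cells with rolipram phosphodiesterase inhibitor present; the protocol text gives 20 µM as final concentration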
Target sequence (P43116 whole entry, looked up): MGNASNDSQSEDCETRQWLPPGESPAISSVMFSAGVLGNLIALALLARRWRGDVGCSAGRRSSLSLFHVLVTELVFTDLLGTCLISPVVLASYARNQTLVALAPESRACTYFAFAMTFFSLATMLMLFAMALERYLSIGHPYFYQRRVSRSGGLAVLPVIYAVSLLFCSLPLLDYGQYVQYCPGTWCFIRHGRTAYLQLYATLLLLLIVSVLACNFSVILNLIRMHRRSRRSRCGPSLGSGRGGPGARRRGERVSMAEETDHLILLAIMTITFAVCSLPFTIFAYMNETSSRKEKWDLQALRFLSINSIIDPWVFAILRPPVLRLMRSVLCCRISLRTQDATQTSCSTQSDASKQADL
Rad51 HR inh = blocks human Rad51 in homologous recombination. Q06609. hRad51 DNA strand exchange, fluorescence dequenching. 200,000 compounds, 0.085% hits. AID 1385. inhibition, % at 10 µM;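 active means inhibition above 40% at the single screening dose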;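 further: 0% = DMSO control wells and 100% = blanks with heterologous ssDNA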
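System: human Rad51 nucleoprotein filaments preassembled on unlabelled ssDNA. Reagent: labelled 47-mer dsDNA for strand exchange. Schedule: 30-min compound preincubation and 15-min exchange, both room temperature. Measured by: FRET fluorescence dequenching, excitation 485 nm, emission 520 nm. Read-out: Fluorescence-based percent inhibition, control- and blank-normalised. Benchmarks: plate controls and plate blanks.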
TbHK1 inh = blocks Trypanosoma brucei hexokinase 1 activity. 220,000 compounds, 0.11% hits. AID 1430. inhibition, % at 10 µM. recombinant TbHK1, G6PDH-coupled NADH A340;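 active means inhibition of 50% or more in the single-dose primary screen; inactive means inhibition below 50%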
eIF4E-4G inh = blocks eIF4E binding to eIF4G; P63073+Q04637; TR-FRET eIF4E-eIF4GI(517-606) binding, 2 h; inhibition, % at 21.7 µM; 220,000 compounds, 0.37% hits;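 active means inhibition above about 30%, limit read from the data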;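 further: 0% = full FRET control wells and 100% = background wells lacking eIF4GI fragment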
Hck Nef HTS = blocks Nef-activated human Hck kinase. P08631. Recombinant Hck-YEEI plus Nef, Z-Lyte FRET kinase assay. inhibition, % at 20 µM. 220,000 compounds, 0.68% hits;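 active means Hck-Nef kinase inhibition above about 50%, limit read from the data; inactive means inhibition below that limit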;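 further: 0% = DMSO with Hck plus Nef and 100% = Hck alone without Nef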
Target sequence (P08631 whole entry, looked up): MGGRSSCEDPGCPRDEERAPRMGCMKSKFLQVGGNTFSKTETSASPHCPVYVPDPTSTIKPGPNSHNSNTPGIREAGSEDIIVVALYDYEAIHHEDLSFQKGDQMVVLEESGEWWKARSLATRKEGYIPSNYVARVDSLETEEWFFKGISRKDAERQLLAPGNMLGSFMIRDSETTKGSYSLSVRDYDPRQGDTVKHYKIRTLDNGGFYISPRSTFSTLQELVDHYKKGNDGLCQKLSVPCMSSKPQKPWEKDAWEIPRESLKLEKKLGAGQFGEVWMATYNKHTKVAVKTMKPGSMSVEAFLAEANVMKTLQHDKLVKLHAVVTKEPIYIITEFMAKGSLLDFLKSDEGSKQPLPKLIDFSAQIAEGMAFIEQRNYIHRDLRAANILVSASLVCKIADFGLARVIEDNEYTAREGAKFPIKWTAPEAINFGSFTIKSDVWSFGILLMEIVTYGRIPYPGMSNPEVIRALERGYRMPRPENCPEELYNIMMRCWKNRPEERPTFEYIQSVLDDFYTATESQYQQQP
Calpain2 inh = inhibitors of pig calpain II; purified calpain II, fluorogenic peptide substrate, 30 min; 220,000 compounds, 0.37% hits; inhibition, % at 16 µM;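 active means inhibition above about 50%, limit read from the data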
EP2 mod = EP2 receptor (human) modulation | EP2-expressing cells, cAMP HTRF FRET, PGE2 co-stimulation | induction, % at 25 µM | 260,000 compounds, 0.83% hits;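 active means compounds whose cAMP rise, as percent of the full-agonist control response, exceeds 60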;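 further: rat C6 glioma line stably carrying human EP2 under a CMV promoter; the protocol text gives 20 µM as final concentration; 100% = response of wells given 1 µM PGE2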
* = called active by the depositor; i = inactive; nt = not tested or not shown; & = joins results of further samples; [ ] = remark or other dose. These rows are one share of the data; rates above refer to the full screens.

SMILES	L929 necroptosis	14-3-3 Bad PPI	PGE2 EP2 inh	Rad51 HR inh	TbHK1 inh	eIF4E-4G inh	Hck Nef HTS	Calpain2 inh	EP2 mod
COc1ccccc1NS(=O)(=O)c1ccc(Cl)c(NC(=O)c2sc3cc(Cl)ccc3c2Cl)c1	0.4	-6	14	10	-13	-9	-2	-66	10
COc1ccc2cc(/C=N/O)c(Cl)nc2c1	73	-5	2	1	-8	1	18	-28	-41
O=C1CSC(c2cccnc2)N1c1ccc(Cl)cc1 (stereo not given)	-0.3	-15	4	27	0	1	1	-15	-6
O=C(Nc1cccc(C(F)(F)F)c1)c1ccccc1NC(=O)C1CCCCC1	0.0	-3	7	2	33	-4[fluorescence artefact?]	1	9	18
CCCNC(=O)NC(=O)CSc1nc(C)cs1	3.5	-12	11	3	-5	-1	22	-6	16
CCOc1cc(C(=O)Nc2ccccc2F)cc(Br)c1OCC	0.1	-2	4	-13	-2	3	-1	28	1
CCOC(=O)N1CCC(N2CCCC(C(=O)c3cc(C)c(OC)c(C)c3)C2)CC1 (stereo not given)	-0.1	-6	9	15	-2	0	-81	-19	5
Cc1ccc(S(=O)(=O)N(C)C)cc1NC(=O)c1c(-c2c(F)cccc2Cl)noc1C	-0.8	-1	17	-3	-3	1	14	-20	0
O=C(Nc1ccc(Cl)c(Cl)c1)Nc1nccs1	0.8	4	5	-57	-2	0	10	0	-13
O=[N+]([O-])c1cc(Cl)ccc1Oc1ccc(-c2nnco2)cc1	-1.1	-2	5	nt	1	2	22	33	-22
O=C(NCc1ccccn1)C1CCN(C(=O)c2cc3sccc3n2Cc2ccc(F)cc2)CC1	-0.5	-20	7	29	-2	-3	10	-9	-1
COc1ccc2[nH]c(C)c(CN3CCC(C)CC3)c(=O)c2c1	0.8	-5	11	-3	-16	12	-2	-20	-30
CCc1nnc(NC(=O)CSc2nc3c(c(=O)n2CC)SC(C)C3)s1 (stereo not given)	-0.1	5	10	6	-1	4	0	-3	10
Cc1ccc2cccc(N=Cc3c(C)[nH]n(-c4ccccc4)c3=O)c2n1	25	4	10	1	-9	2	1	5	-6
CC(=O)CN1Cc2ccccc2/C1=N\C(=O)Nc1ccccc1	-0.3	-12	21	0	3	-4	0	-8	-13
COC1=C/C(=C/c2c(N)n3nc(-c4ccc(C)cc4)sc3nc2=O)C=CC1=O	56	72*	9	-124	-24	22	-8	-72	-51
Cc1onc(-c2ccccc2Cl)c1C(=O)Nc1ccc(S(=O)(=O)N2CCCC2)cc1	1.2	6	19	6	-7	-4	1	-2	13
O=C(Nc1nc2cc3c(cc2s1)OCCO3)c1cccc(N2C(=O)CCC2=O)c1	1.3	0	18	-5	-25	1	4	-69	-24
Cc1ccsc1CN1CC(=O)N(c2c(C)cccc2C)C1=S	-0.7	-11	6	6	-5	3	18	-12	2
O=C(NC(=S)N(Cc1ccccc1)Cc1ccccc1)C1CCCCC1	-0.4	-1	14	1	-1	-3	-1	25	8
Cc1ccc(S(=O)(=O)c2cc3c(=O)n4ccccc4nc3n(Cc3ccco3)c2=N)cc1C	-0.5	43[fluorescence artefact?]	16	-14	24	9[fluorescence artefact?]	0	i	41
CCOC(=O)Cc1csc(NC(=O)CSc2nnc(-c3ccc(NS(=O)(=O)CC)cc3)o2)n1	-1.4	nt	4	-1	0	nt	9	nt	nt
CC(=O)c1cccc(NS(=O)(=O)c2ccc3c(c2)oc(=O)n3C)c1	0.0	-12[fluorescence artefact?]	7	-1	-3	-2[fluorescence artefact?]	0	-31	1
CCCCNS(=O)(=O)c1ccc2nc(SCC(=O)Nc3cccc(F)c3)[nH]c2c1	1.5	-3	10	nt	13	1	1	26	-14
CN(C)c1ccc(/C=C(/C(=O)c2ccc(Cl)cc2Cl)n2cncn2)cc1	0.1	3	10	nt	19	0	-1	30	-70
O=C(N/N=C/c1ccc2c(c1)OCO2)c1ccc(NS(=O)(=O)c2cccs2)cc1	4.2	-2	8	8	-14	-4	-7	-12	-9
CSc1nnc(CSCc2ccc(Cl)cc2Cl)n1-c1ccccc1	0.1	4	5	9	4	0	-1	1	61*
Cc1cc(C)n(-c2ncc(C#N)cn2)n1	0.9	-14	2	19	0	1	-5	-21	10
CCN1CCC(NC(=O)Nc2ccccc2C(=O)OC)CC1	2.6	-3	8	-6	2	-7	-15	-17	-17
Cn1c(SCC2CCCO2)nnc1-c1ccncc1 (stereo not given)	-0.2	-8	7&11	-1	5	-13[fluorescence artefact?]	-1	14	11&29
CCc1cc2cccc(C)c2nc1SCC(=O)c1ccc(NC(C)=O)cc1	-0.2	-8	8	-1	-6	-5	-2	-3	33
COc1ccc(-c2nnc(SCC(=O)NC(C)c3ccccc3)o2)cc1OC (stereo not given)	-0.2	18	6	3	3	-7	-1	20	15
Cc1ccc(S(=O)(=O)N2CCCC(CCC(=O)NCc3ccccc3F)C2)s1 (stereo not given)	2.4	15	7	-6	-1	5	11	23	-5
CS(=O)(=O)c1ccc(C(=O)NCc2ccc(F)cc2)cc1	0.0	-3	4	2	0	1	4	-3	24
O=C(c1ccccc1C(=O)N1CCN(c2ccccc2)CC1)N1CCN(c2ccccc2)CC1	-0.3	-11	8	-9	2	7[fluorescence artefact?]	-1	-31	-1
O=C(N/N=C/c1ccccc1OC(F)F)C1=COCCO1	1.3	-7	3	-4	-8	0	30	15	-21
O=C(O)CNC(=S)N(Cc1cccs1)C1CCCCC1	1.1	5	3	-5	14	2	2	-15	24
CC1(C)c2ccccc2N2CC(=O)NC21/C=C/c1ccco1 (stereo not given)	1.1	2	18	-10	-4	7	1	18	32
O=c1cc(CN2CCN(c3ccccn3)CC2)nc2sccn12	0.3	16	-1	-4	-12	7	20	-6	19
COc1cccc(C2c3c(-c4cc(Cl)c(C)cc4O)n[nH]c3C(=O)N2Cc2cccnc2)c1 (stereo not given)	-0.7	-1	15	-3	2	4	4	-43	19
S=C1NC2=C(CCCC2=C2SCCS2)C(c2ccccc2)N1 (stereo not given)	1.8	-9	6	14	-7	-1	-1	-24	-23
O=C1CC(N(O)C2CC(=O)N(Cc3ccccc3)C2=O)C(=O)N1Cc1ccccc1 (stereo not given)	-0.6	0[fluorescence artefact?]	11	-7	32	-7[fluorescence artefact?]	-1	-38	1
Cc1nc(Nc2ccccc2)sc1C(=O)c1ccccc1	20	0	9	12	-10	1	-3	51*	8
Cc1cc(NC(=O)CCl)n(-c2nc3ccccc3s2)n1	3.1	-16	3	-16	-5	3	59*	-12	1
COc1cccc(/C=N/NC(=O)c2cnccn2)c1O	1.1	-5	13	8	-34	-2	14	-15	6
CC1(C)Cc2c(sc(NC(=O)Cc3ccccc3)c2C#N)CO1	2.0	0	4	-21	-7	-7	11	9	-29
COc1ccc(CCNC(=O)COC(=O)c2ccc(Br)o2)cc1OC	-0.9	-2	10	-3	-7	4	-1	0	33
COc1c(O)ccc(C2NC(=O)NC(C)=C2C(=O)Nc2ccccc2C)c1[N+](=O)[O-] (stereo not given)	-0.4	-13	5	5	1	4	9	-7	30
Cc1ccccc1N(CC(=O)Nc1ccc(S(=O)(=O)N2CCOCC2)cc1)S(C)(=O)=O	-0.1	-7	6	nt	-8	5	-8	27	-32
CC(=O)Nc1ccc(S(=O)(=O)N(C)CC(=O)N/N=C/c2cccc(O)c2)cc1	3.4	-12	9	-1	-1	3	18	-8	-37
CCC(CC)c1nnc(NC(=O)Cc2ccccc2[N+](=O)[O-])s1	-0.1	-1	8	-13	8	-5	-25	23	-24
CCOP(=O)(OCC)c1nc(-c2ccc(C)cc2)oc1N1CCOCC1	-0.3	nt	10	-9	-6	nt	-1	nt	nt
Cn1nc([N+](=O)[O-])nc1Sc1cccc2cccnc12	-2.9	-2	14	-6	-7	1	15	-11	-9
Cc1cccc(NS(=O)(=O)c2ccc3nc(-c4ccccc4)[nH]c3c2)c1C	1.0	-16	7	-2	10	2	4	-16	-49
O=C1CCCN1CC(O)CS(=O)(=O)c1ccc(Cl)cc1 (stereo not given)	-0.3	3	8	-2	5	6	1	27	9
CCOc1ccccc1OCCn1ncc2ccc(OC)c(OC)c2c1=O	0.2	2	9	5	-3	1	0	-38	7
COc1ccc(C(=O)Nc2cc(C(F)(F)F)ccc2-n2cncn2)cc1	-0.7	-15[fluorescence artefact?]	nt	nt	-4	-14	2	-15	19
Cc1nnsc1-c1c(C(=O)N2CCOCC2)c(C)nn1-c1ccc(Cl)cc1	-0.2	9	7	13	-6	1	-16	15	0
O=C(CSc1nnc(-c2ccccc2Br)o1)N1CCN(C(=O)c2ccco2)CC1	86*	3	10	2	4	-1	1	12	-15
Cc1nnc(NC(=O)c2ccc(C)c(S(=O)(=O)N3CCOCC3)c2)s1	0.2	-11	10&13	-1	-13	1	3	17	-1&11
Other structures:
SMILES	L929 necroptosis	14-3-3 Bad PPI	PGE2 EP2 inh	Rad51 HR inh	TbHK1 inh	eIF4E-4G inh	Hck Nef HTS	Calpain2 inh	EP2 mod
Cc1ccc(C)c(OCCSc2nnc(C)c(=O)[nH]2)c1	5.4	-9	7	7	0	2	21	4	4
CCn1c(C)c(C(C)=O)cc(C#N)c1=O	2.1	-15	-2	-3	-5	2	22	-22	33
Oc1cnn(-c2ccccc2)c1	0.7	5[fluorescence artefact?]	8	-22	6	4[fluorescence artefact?]	0	-19	30
CCOc1ccc2nc(COC(=O)c3ccco3)c(C(C)=O)[n+]([O-])c2c1	0.4	17	14	nt	-4	5	5	-1	9
OC(COc1ccc2ccccc2c1)Cn1ccnc1 (stereo not given)	0.3	1	3	-4	5	7	3	30	-13
CC(=O)OC1C(OC(C)=O)N(C(C)=O)C(=O)N1C(C)=O (stereo not given)	0.9	4	16	1	-4	1[fluorescence artefact?]	2	31	13
COCCn1ccc(O)c(Cc2ccc(Cl)cc2)c1=O	0.2	-14	13	2	2	3	-1	-15	25
CCN(CC(=O)NCc1ccc(F)cc1)C(=O)COc1ccc2ccccc2c1	0.5	-2[fluorescence artefact?]	6	2	2	3[fluorescence artefact?]	0	5	16
O=C(Nc1ccc(Cl)cc1C(=O)Nc1ccncc1)c1ccco1	1.1	-1	6	-5	-7	-2	8	-42	25
CCCC1NC(=S)NC(C)=C1C(C)=O (stereo not given)	1.6	-26	5	12	-22	0	26	-34	13
Cc1cc(C)n2c(=S)[nH]nc2n1	-0.1	30	7	3	-14	15	-3	-22	13

Profiles, quoted from the list. Values in the order: L929 necroptosis	14-3-3 Bad PPI	PGE2 EP2 inh	Rad51 HR inh	TbHK1 inh	eIF4E-4G inh	Hck Nef HTS	Calpain2 inh	EP2 mod
Cc1cccc(NS(=O)(=O)c2ccc3nc(-c4ccccc4)[nH]c3c2)c1C is listed as 1.0	-16	7	-2	10	2	4	-16	-49
O=C(Nc1ccc(Cl)cc1C(=O)Nc1ccncc1)c1ccco1 is listed as 1.1	-1	6	-5	-7	-2	8	-42	25
Cc1nc(Nc2ccccc2)sc1C(=O)c1ccccc1 is listed as 20	0	9	12	-10	1	-3	51*	8
S=C1NC2=C(CCCC2=C2SCCS2)C(c2ccccc2)N1 (stereo not given) is listed as 1.8	-9	6	14	-7	-1	-1	-24	-23
CC(=O)Nc1ccc(S(=O)(=O)N(C)CC(=O)N/N=C/c2cccc(O)c2)cc1 is listed as 3.4	-12	9	-1	-1	3	18	-8	-37

Screening data: PubChem, several laboratories
